# High-throughput results: PubChem, Sanford-Burnham Center for Chemical Genomics
# GRIN3A LBD mod – binders of NR3A ligand-binding domain, primary screen, biophysical, differential scanning fluorimetry, uHTS; AID 1259313, 2017; Tm shift relative to glycine control, % at 25 µM; NR3A LBD differential scanning fluorimetry, Tm shift; 0% = protein alone, 100% = glycine-bound protein; actives 2.5% (n = 340,000);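 active = melting temperature shift of at least 10% of the positive control shift, at one fixed dose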
# SENP8 block – human SENP8 protease inhibitors, primary screen, biochemical, fluorescence, Nedd8 protein substrate, uHTS; recombinant SENP8; inhibition, % at 20 µM; actives 0.64% (n = 360,000); AID 602440, 2012; in the data active = inhibition mostly above about 40%, no sharp cut-off; inactive = mostly below about 27%
# Target sequence (Q96LD8 whole entry, looked up): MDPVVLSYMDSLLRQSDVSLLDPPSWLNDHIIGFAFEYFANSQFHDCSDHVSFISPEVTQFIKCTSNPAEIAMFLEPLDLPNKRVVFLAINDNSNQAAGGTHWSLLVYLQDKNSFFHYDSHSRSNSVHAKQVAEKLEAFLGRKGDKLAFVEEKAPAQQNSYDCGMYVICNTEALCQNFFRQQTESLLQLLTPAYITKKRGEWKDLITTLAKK
# MPTP inh – mitochondrial permeability transition pore inhibitors, primary screen, biochemical, isolated mouse mitochondria, absorbance; actives 1.4% (n = 360,000); AID 602449, 2012; Ca2+ swelling absorbance, 30 min; inhibition, % at 10 µM;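 active = inhibition of 50% or more, scaled per plate between neutral and stimulator controls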;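 also: 0% = DMSO wells given calcium and 100% = 1 mM EGTA wells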
# PfG6PD inh – PfG6PD enzyme inhibitors, primary screen, biochemical, fluorescence intensity, uHTS. PfGluPho enzyme, NADPH resazurin-diaphorase fluorescence. glucose-6-phosphate dehydrogenase-6-phosphogluconolactonase (Plasmodium falciparum 3D7). AID 504690, 2011. inhibition, % at 20 µM. actives 0.78% (n = 350,000);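 active = inhibition reaching at least a set limit at 20 µM in the primary screen, cut at about 59% in these data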;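 also: 0% = DMSO wells with substrate and 100% = DMSO wells lacking glucose-6-phosphate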
# SENP7 inh – SENP7 protease inhibitors, primary screen, biochemical, luminescence, uHTS; AID 434973, 2010; Sentrin-specific protease 7 (Homo sapiens), Q9BQF6; inhibition, % at 5 µM; actives 1.5% (n = 330,000); recombinant SENP7, Z-RLRGG-aminoluciferin luminescence, 40 min;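 active = inhibition above about 50% at the single test dose, limit read from the data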;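 also: plate controls were DMSO with enzyme for no effect and no enzyme buffer wells for full effect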
# ATG4B inhibitor – ATG4B protease inhibitors, primary screen, biochemical, fluorescence, uHTS; Cysteine protease ATG4B (Homo sapiens), Q9Y4P1; ATG4B cleavage of LC3-PLA2, NBD-HPC fluorescence, 1 h; inhibition, % at 8.33 µM; actives 0.51% (n = 340,000); AID 504462, 2011; in the data active = inhibition above about 40%
# SENP6 inh – SENP6 protease inhibitors, primary screen, biochemical, luminescence, uHTS. actives 1.8% (n = 330,000). Recombinant SENP6 catalytic domain, aminoluciferin luminescence. AID 2599, 2010. inhibition, % at 10 µM. Sentrin-specific protease 6 (Homo sapiens), Q9GZR1;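 active = inhibition above about 50% at the single tested dose, limit read from the data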;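 also: plate controls were DMSO wells with enzyme for no effect and DMSO wells lacking enzyme for full effect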
# HKDC1 inhibitor – HKDC1 hexokinase inhibitors, primary screen, biochemical, fluorescence, uHTS | recombinant HKDC1, G6PDH/diaphorase resazurin coupled fluorescence | inhibition, % at 20 µM | actives 0.16% (n = 340,000) | AID 493160, 2011;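 active = inhibition above about 35% when tested at 20 µM, limit read from the data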;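 also: plate controls were DMSO wells with enzyme for no effect and DMSO wells lacking enzyme for full effect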
# Target sequence (Q2TB90 whole entry, looked up): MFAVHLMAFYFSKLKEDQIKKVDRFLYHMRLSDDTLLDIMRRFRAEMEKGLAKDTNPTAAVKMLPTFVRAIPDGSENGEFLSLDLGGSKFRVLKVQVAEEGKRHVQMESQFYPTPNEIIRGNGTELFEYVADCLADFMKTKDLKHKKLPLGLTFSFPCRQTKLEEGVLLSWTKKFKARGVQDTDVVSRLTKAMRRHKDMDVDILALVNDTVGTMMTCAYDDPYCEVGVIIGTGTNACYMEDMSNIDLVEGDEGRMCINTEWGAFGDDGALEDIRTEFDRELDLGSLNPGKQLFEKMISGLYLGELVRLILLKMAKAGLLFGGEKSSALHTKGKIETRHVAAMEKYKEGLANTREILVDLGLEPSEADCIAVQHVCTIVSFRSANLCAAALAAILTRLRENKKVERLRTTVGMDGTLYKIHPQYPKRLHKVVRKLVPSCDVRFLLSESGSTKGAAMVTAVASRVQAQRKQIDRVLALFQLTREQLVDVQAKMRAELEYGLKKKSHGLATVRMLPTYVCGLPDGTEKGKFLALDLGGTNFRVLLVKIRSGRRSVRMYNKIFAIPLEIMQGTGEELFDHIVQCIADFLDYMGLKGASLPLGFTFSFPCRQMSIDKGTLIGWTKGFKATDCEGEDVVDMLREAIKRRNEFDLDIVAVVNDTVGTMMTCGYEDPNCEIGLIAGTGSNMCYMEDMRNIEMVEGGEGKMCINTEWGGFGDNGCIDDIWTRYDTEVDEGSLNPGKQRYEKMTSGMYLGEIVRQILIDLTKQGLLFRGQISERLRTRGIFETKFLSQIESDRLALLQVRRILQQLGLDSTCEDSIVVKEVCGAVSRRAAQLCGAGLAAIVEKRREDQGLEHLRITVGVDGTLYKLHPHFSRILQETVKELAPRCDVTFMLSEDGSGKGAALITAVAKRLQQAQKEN
#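 Assay system: recombinant HKDC1 hexokinase; detection: coupled resazurin fluorescence, excitation 525 nm, emission 613 nm; benchmarks: DMSO-plus-enzyme-mix negative control, buffer-substituted positive control; compound dosing: single 20 µM dose; schedule: 90 min at room temperature in dark; also added: glucose plus 1 mM ATP as hexokinase substrates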
# * hit, by the source's call; i = inactive; . = not tested or not shown; & = joins results of further samples. Compounds were not picked by outcome; overall some 6.9% were active at least once.
No.	GRIN3A LBD mod	SENP8 block	MPTP inh	PfG6PD inh	SENP7 inh	ATG4B inhibitor	SENP6 inh	HKDC1 inhibitor	compound
1	2.0	-9.6	-0.4	12.2	0.1	-7.6	-0.8	-4.8	COc1ccc(OCC(=O)Nc2ccc3c(c2)nc(CCN2CCCC2)n3C)cc1
2	-1.9	29.6	1.2	6.8	-7.9	-7.0	0.8	-2.3	O=C(OCC1OC(Oc2ccc(O)cc2)C(O)C(O)C1O)c1ccccc1 (configuration not stated)
3	-6.8	-293.7	1.8	8.9	-0.6	-10.4	-4.4	-4.8	COc1ccc2c(COC(=O)CNC(=O)C34CC5CC(CC(C5)C3)C4)cc(=O)oc2c1
4	-3.8	-12.5	5.0	-25.7	-0.9	20.0	-12.2	-5.5	O=C(O)/C(=C\c1ccccc1Cl)c1ccc(S(=O)(=O)N2CCCCC2)s1
5	0.8	-18.6	-0.5	17.6	-1.9	-28.8	-4.2	-4.7	COc1ccc(S(=O)(=O)N2CCC(C(=O)NCCC3=CCCCC3)CC2)cc1OC
6	0.0	3.0	0.9	3.4	2.4	-17.2	-5.5	-5.2	O=C(CCn1cnc2ccccc21)N/N=C/C=C/c1ccccc1
7	15.5*	-402.1	13.1	14.3	-12.2	-2.8	-27.9	3.8	CC(=O)c1sc(N/N=C\c2ccc(Br)cc2)nc1C
8	-2.3	18.5	-3.7	0.1	-1.0	-3.7	-4.3	-5.1	N=c1c2c(ncn1CCCO)Oc1ccc3ccccc3c1C2c1ccccc1 (configuration not stated)
9	-1.0	13.6	0.2	7.6	5.2	0.7	-1.1	-14.9	O=C(O)c1ccc(CNC(=O)c2ccc(C(F)(F)F)cc2)cc1
10	-12.9	19.3	-0.2	0.6	6.9	8.9	3.8	12.7	O=C(CC(c1ccccc1)c1ccco1)Nc1nccs1 (configuration not stated)
11	1.7	17.6	-0.6	4.9	3.3	-5.3	-6.6	2.5	COc1cccc(-c2nc(CS(=O)(=O)CC(=O)Nc3cc(OC)ccc3OC)c(C)o2)c1
12	-1.1	12.9	1.0	3.3	-1.1	-4.9	-2.3	-3.8	COc1ccc(C2CC(O)(C(C)(C)O)NO2)cc1 (configuration not stated)
13	-0.7	-8.2	-1.5	5.3	-6.9	-10.3	0.7	-4.6	CCCN(CC(=O)Nc1ccccc1OC)C(=O)c1cc2ccccc2o1
14	-0.1	8.5	0.2	5.0	3.6	-2.3	-7.4	-3.6	NC(=O)C1(N2CCCCC2)CCN(C(=O)CSc2nc3ccccc3s2)CC1
15	0.4	10.9	0.0	-0.4	7.7	-2.1	7.8	-7.0	CC(=O)c1ccc(N(CC(=O)NCCc2ccccc2)C(=O)c2csnn2)cc1
16	-0.1	22.5	-0.6	6.2	1.8	-3.1	0.5	0.6	CCCn1nnc(NC(=O)COc2ccc(Cl)cc2)n1
17	0.5	25.7	1.0	-1.1	6.5	-2.8	-11.7	4.5	COC(=O)c1ccccc1NC(=O)CN1CCCCCC1
18	-2.0	-11.6	0.7	11.7	7.3	2.4	-3.0	-13.1	COc1ccccc1NC(=O)N(CCN1CCCC1)Cc1cc2cc(C)ccc2[nH]c1=O
19	-0.9	12.2	4.0	5.8	-2.5	0.6	-5.2	-5.3	COc1ccc(OC)c(-n2c(C)cc(C=O)c2C)c1
20	-6.5	20.2	-4.1	4.5	.	-14.3	.	-5.7	Cc1cccc(N(CC(=O)NCc2ccc3c(c2)OCO3)C(=O)CCC(=O)Nc2ccccn2)c1C
21	0.3	2.2	-2.2	-16.6	-4.7	0.9	-21.6	-6.8	[O-][N+]12CCN(CC1)c1ccccc12
22	-3.3	16.5	1.1	-8.4	-3.5	-11.9	-5.1	-4.2	Cc1ccc(S(=O)(=O)N2CCC(=O)N(CCOCc3ccc(Cl)cc3)CC2)cc1
23	0.2	12.8	1.0	-7.5	0.4	-7.8	12.1	-10.2	COc1ccc(C(=O)OCC(=O)NCC2CCCO2)cc1 (configuration not stated)
24	4.0	-4.2	-0.6	-1.6	1.7	-10.6	13.9	-2.9	COc1ccc(N2CCN(CCCNC(=O)Cn3c(=O)c4cccn4c4ccccc43)CC2)cc1
25	1.8	-3.0	-0.9	-3.1	-4.5	0.5	1.2	-5.4	O=C(CCc1ccccc1)Nc1cc2c3c(c1)CCC(=O)N3CCC2
26	1.7	7.6	-0.7	18.0	-2.5	0.8	-0.6	-3.2	CCN(CC(=O)Nc1ccc(OC)cc1)C(=O)c1cc([N+](=O)[O-])ccc1N1CCOCC1
27	7.5	11.5	4.1	27.2	62.2*	7.7	70.0*	2.3	O=C(/C=C/Nc1cccc([N+](=O)[O-])c1)c1cccs1
28	-4.5	9.2	-1.0	-1.9	-7.8	0.0	8.9	-5.8	CCC(=O)Nc1ccc(C(=O)Nc2cccnc2)cc1
29	0.3	8.6	0.4	5.3	0.2	-8.8	-8.0	3.1	CCOC(=O)C[N+]1(C)CCN(C(C)=O)CC1
30	-0.4	7.7	-1.1	-19.9	-4.1	3.4	-11.6	-4.3	OCCN(CCO)c1nc2ccccc2[nH]1

# Part of the list above, reformatted:
22) Cc1ccc(S(=O)(=O)N2CCC(=O)N(CCOCc3ccc(Cl)cc3)CC2)cc1
  GRIN3A LBD mod: -3.3; SENP8 block: 16.5; MPTP inh: 1.1; PfG6PD inh: -8.4; SENP7 inh: -3.5; ATG4B inhibitor: -11.9; SENP6 inh: -5.1; HKDC1 inhibitor: -4.2
23) COc1ccc(C(=O)OCC(=O)NCC2CCCO2)cc1 (configuration not stated)
  GRIN3A LBD mod: 0.2; SENP8 block: 12.8; MPTP inh: 1.0; PfG6PD inh: -7.5; SENP7 inh: 0.4; ATG4B inhibitor: -7.8; SENP6 inh: 12.1; HKDC1 inhibitor: -10.2
24) COc1ccc(N2CCN(CCCNC(=O)Cn3c(=O)c4cccn4c4ccccc43)CC2)cc1
  GRIN3A LBD mod: 4.0; SENP8 block: -4.2; MPTP inh: -0.6; PfG6PD inh: -1.6; SENP7 inh: 1.7; ATG4B inhibitor: -10.6; SENP6 inh: 13.9; HKDC1 inhibitor: -2.9

# Following part:
No.	GRIN3A LBD mod	SENP8 block	MPTP inh	PfG6PD inh	SENP7 inh	ATG4B inhibitor	SENP6 inh	HKDC1 inhibitor	compound
31	-1.2	14.5	-1.5	-8.6	6.7	-4.3	-1.3	2.2	CC1CCC(=O)N(CCSc2ccccc2)CC1 (configuration not stated)
32	1.3	7.8	0.2	7.6	-0.2	-8.9	-15.7	-11.1	COC(=O)C1=C(NC(=O)CCCCl)CCS1
33	0.3	-8.6	-0.9	-3.4	8.9	3.0	4.2	-14.1	Cc1ccc(/C=C/C(=O)Nc2cc(S(=O)(=O)N3CCOCC3)ccc2N2CCOCC2)cc1
34	0.0	20.5	-0.6	2.2	-0.3	-12.3	3.5	7.8	COc1ccc(Nc2nc(N)c([N+](=O)[O-])c(N3CCN(C)CC3)n2)cc1
35	-4.0	i	5.3&2.9	16.0	-2.0	-2.6	-2.5	0.5	Cc1ccc2nc(-c3cccc(SC4CCCCC4)c3)c(NC3CCCCC3)n2c1
36	-0.4	11.8	0.3	-1.6	-8.4	-2.6	-19.7	-1.6	COC(=O)Cn1ncc(N(C)Cc2ccccc2)c(Cl)c1=O
37	3.0	6.3	0.7	-14.1	-2.2	13.3	-11.5	3.5	CCOC(=O)N/N=C(\C)c1ccc(OC(F)F)cc1OC(F)F
38	1.3	6.1	1.6	13.0	-14.5	5.3	-27.1	-2.1	O=C(COC(=O)C1CCC1)NC(=O)c1ccccc1
39	1.8	7.7	-2.9	-2.9	-1.3	-0.6	-15.3	-6.1	O=C(NCc1ccco1)/C(=C\c1ccc(F)cc1)NC(=O)c1ccco1
40	-1.9	25.5	15.5	-3.6	3.5	-2.4	-1.0	17.9	Cn1cccc1CC(=O)NNC(=O)Nc1ccc(Cl)cc1
41	1.4	12.7	-0.3	1.2	-4.2	24.9	-28.0	7.9	O=C(OCc1ccccc1)c1cccc(-c2nnn(Cc3ccccc3)n2)c1
42	-11.1	-5.3	-0.3	-14.6	-1.7	-3.9	1.9	-2.3	O=C(NCc1ccccc1)c1n[nH]nc1-c1ccccc1O
43	0.3	-4.1	1.3	-3.0	0.8	-1.4	3.9	-7.5	Cc1ccc(C)c(S(=O)(=O)N2CCCOC2CNC(=O)C(=O)NC2CCCC2)c1 (configuration not stated)
44	-0.1	-48.9	-0.2	2.4	-5.0	-5.2	-11.9	-5.8	CCc1cc2c(=O)c(-c3nc4ccccc4n3C)c(CCCC(=O)O)oc2cc1OC(=O)C(C)(C)C
45	-1.2	7.9	-0.9	-12.6	-8.5	-49.9	-7.3	-3.1	O=C(COC(=O)COc1cccc(Br)c1)Nc1ccc(F)cc1F
46	-0.5	7.6	-1.1	-15.8	-1.7	1.0	-7.7	15.4	O=C(NCc1ccco1)c1noc2c1CCCCC2
47	-7.4	-78.7	0.1	-1.7	-2.8	0.0	-5.0	2.0	COc1cccc(NC(=O)CN2C(=O)c3cccnc3Oc3ccc(Cl)cc32)c1
48	0.4	23.2	0.8	-6.5	1.8	-1.7	13.5	-5.3	COc1ccc(-n2nc3c(N)n[nH]c3cc2=O)cc1
49	-1.4	-12.5	-0.2	-2.3	0.2	2.1	-9.7	4.0	COc1ccccc1-n1c(SCC(=O)Nc2cccc(C(=O)O)c2)nnc1-c1ccccc1O
50	-1.0	48.2*	4.8	-4.2	46.0	5.4	52.5*	7.8	O=C(c1ccc([N+](=O)[O-])o1)N1CCc2ccccc21
51	0.1	-23.3	-2.1	3.2	0.1	-6.7	2.7	-1.0	COc1cccc(Nc2nc(CN3CCOCC3)nc3sc4c(c23)CCCC4)c1
52	0.2	11.4	-0.2	-6.0	.	-4.8	.	2.4	Cc1ccc(NC(=O)CSc2nnc(COc3ccccc3F)n2N)cc1S(=O)(=O)N1CCOCC1
53	-2.0	9.1	0.4	-6.5	5.5	-4.6	-4.4	-3.6	COc1cc(CNC(=O)c2cc(C(=O)NCc3cc(OC)cc(OC)c3)n(C)n2)cc(OC)c1
54	0.2	11.2	1.1	-7.1	-9.6	2.1	-9.4	-2.5	O=C(CCC(=O)Nc1nnc(C2CCCCC2)s1)NCC1CCCO1 (configuration not stated)
55	-1.0	-64.8	-1.0	-0.5	-7.0	3.6	-22.3	-8.0	O=c1c2[nH]c3ccc(F)cc3c2ncn1CCCN1CCOCC1
56	-24.9	-426.8	1.5	-10.8	-10.7	-14.3	-6.0	0.3	N#Cc1c(N)c(C#N)c(-c2ccc(O)cc2)c2c1CCCC2
57	0.5	8.1	3.9	-5.3	12.4	-2.4	-1.4	6.9	CC1CCCCN1C(=O)CSc1nc2ccccc2n1CC(=O)N1CCc2ccccc21 (configuration not stated)
58	-1.2	6.4	8.4	-14.0	-10.6	5.9	-9.7	-4.8	CC(CCc1ccc(O)cc1)NCCC(c1ccccc1)c1ccccc1 (configuration not stated)
59	-1.9	7.2	-6.1	-15.5	-0.1	-4.3	-22.3	-13.0	CCCc1cc(=O)[nH]c(SCC(=O)c2cc(C)n(C)c2C)n1
60	1.0	16.9	2.0	54.4	-3.9	5.2	-47.7	-11.1	CC1(C)CSC(=S)N1S(=O)(=O)c1ccccc1
61	-2.3	4.3	-0.1	0.3	8.9	-48.5	-9.9	0.9	O=C(COC(=O)CSc1ccc(Cl)cc1)Nc1ccccc1
62	-7.6	1.7	0.6	11.6	-2.6	-12.0	3.9	-1.0	O=C1N[C@@H](Cc2c[nH]c3ccccc23)COC(=O)[C@H](Cc2ccc(F)cc2)C/C=C\C[C@@H]1CC(=O)N(CCO)Cc1ccccc1
63	21.7*	53.5*	17.3	3.4	3.6	6.7	80.2*	9.1	CC(=O)N1C(=O)/C(=C2\SC(=S)N(NC(=O)c3ccc(O)cc3)C2=O)c2ccccc21
